Screens: PubChem BioAssay, several laboratories
Runt-SMMHC FRET – blocks binding of human RUNX1 Runt domain to CBFb-SMMHC. Q01196+Q13951. Cerulean-Runt/Venus-CBFb-SMMHC FRET ratio 530/480, 1 h. inhibition, % at 20 µM. actives 0.74% (n = 220,000). AID 1434;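 active means mean inhibition across duplicate retests at 20 µM reaching about 50%, limit read from the data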;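 further: 0% = DMSO wells and 100% = wells with excess untagged CBFb-SMMHC; inhibitors lower the FRET ratio by blocking Runt binding to CBFb-SMMHC; some results filed as inactive read as strong as hits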
Target sequence (Q01196 whole entry, looked up, the tested form may be a part): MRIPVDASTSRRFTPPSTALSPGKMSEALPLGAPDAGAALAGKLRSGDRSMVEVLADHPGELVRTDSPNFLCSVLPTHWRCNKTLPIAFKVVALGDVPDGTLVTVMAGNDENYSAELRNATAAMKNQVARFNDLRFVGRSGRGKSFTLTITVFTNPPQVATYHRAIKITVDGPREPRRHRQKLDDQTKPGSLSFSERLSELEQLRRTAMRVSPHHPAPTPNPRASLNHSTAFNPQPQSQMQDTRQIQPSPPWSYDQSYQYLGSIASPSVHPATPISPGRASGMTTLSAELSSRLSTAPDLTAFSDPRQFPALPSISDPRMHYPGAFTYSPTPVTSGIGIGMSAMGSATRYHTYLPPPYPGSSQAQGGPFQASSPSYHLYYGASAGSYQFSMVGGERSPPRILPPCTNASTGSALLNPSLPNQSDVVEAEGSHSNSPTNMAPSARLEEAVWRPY
Target sequence (Q13951 whole entry, looked up, the tested form may be a part): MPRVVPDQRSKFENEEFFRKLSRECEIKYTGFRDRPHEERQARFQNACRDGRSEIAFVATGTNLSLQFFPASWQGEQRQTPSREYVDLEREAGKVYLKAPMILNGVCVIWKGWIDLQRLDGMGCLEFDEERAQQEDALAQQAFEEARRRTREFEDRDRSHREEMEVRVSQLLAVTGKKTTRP
hK5 inh – kallikrein 5 (human) inhibition | Q9Y337 | actives 0.59% (n = 210,000) | inhibition, % at 5 µM | recombinant hK5, fluorogenic AMC substrate cleavage;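 active means inhibition of 40% or more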;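 further: 0% = enzyme controls without compound and 100% = no-enzyme blanks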
Hck-Nef inh – blocks Nef-activated human Hck kinase; P08631; Recombinant Hck-YEEI plus Nef, Z-Lyte FRET kinase assay; inhibition, % at 20 µM; actives 0.68% (n = 220,000); AID 463187;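 active means Hck-Nef kinase inhibition above about 50%, limit read from the data; inactive means inhibition below that limit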;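 further: 0% = DMSO with Hck plus Nef and 100% = Hck alone without Nef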
Runt-CBFb FRET – blocks binding of human RUNX1 Runt domain to CBFb; AID 1496; inhibition, % at 20 µM; Cerulean-Runt/Venus-CBFb FRET ratio 530/480, 1 h; Q01196+Q13951; actives 0.46% (n = 220,000);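 active means inhibition over about 50% at 20 µM in the single-dose screen, limit read from the data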;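 further: 0% = DMSO wells and 100% = excess unlabeled CBFb competitor control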
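Reagent – Venus-CBFb binding partner, 100 nM · Assay system – Cerulean-tagged RUNX1 Runt domain (FRET donor) fusion protein · Input – 100 nM per protein · Incubation – two 1 h room-temperature incubations shielded from light · Measured by – FRET fluorescence · Medium – Tris buffer pH 7.5 with salts and BSA · Benchmarks – unlabeled CBFb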
Wee1 stabilizer – blocks degradation of human Wee1 kinase | HeLa Luc-Wee1K328M stability, luciferase luminescence; 100% = proteasome inhibitor MG132 effect | actives 1.2% (n = 220,000) | AID 1321 | P30291 | reporter increase, % at 5 µM;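 active means activation above the mean of all tested compounds plus 3 SD, set per screening run, cut at about 8.8% in these data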;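 further: cells exposed to compound for 20 h before luminescence read; 0% = DMSO alone and 100% = MG132 at 30 µM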
FXIa inh 1536 – inhibitors of human coagulation factor XIa; P03951; inhibition, % at 5 µM; actives 0.14% (n = 220,000); AID 798; purified FXIa, Boc-Glu-Ala-Arg-AMC fluorogenic substrate;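 active means inhibition of at least 40%; inactive means inhibition below 40%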;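 further: fluorescence of freed AMC excited at 355 nm; 0% = enzyme without compound and 100% = no enzyme blank; many of its hits are not listed in these tables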
FXIIa inh 1536 – blocks human coagulation factor XIIa protease activity; purified FXIIa, Boc-QGR-AMC fluorogenic substrate, 2 h; inhibition, % at 5 µM; actives 0.3% (n = 220,000); AID 800; in the data active means inhibition above about 40%;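 further: 0% = enzyme with no compound and 100% = blank without enzyme; many of its hits are not listed in these tables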
14-3-3 Bad inh – disrupts binding of bovine 14-3-3 zeta to phospho-Bad peptide; TR-FRET 14-3-3zeta/Dy647-pBad peptide displacement, 1 h; inhibition, % at 21.7 µM; actives 0.71% (n = 220,000); AID 781;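 active means inhibition above about 70%, limit read from the data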;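 further: 0% = full 14-3-3 plus peptide FRET controls and 100% = background without 14-3-3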
Target sequence (P63103 whole entry, looked up): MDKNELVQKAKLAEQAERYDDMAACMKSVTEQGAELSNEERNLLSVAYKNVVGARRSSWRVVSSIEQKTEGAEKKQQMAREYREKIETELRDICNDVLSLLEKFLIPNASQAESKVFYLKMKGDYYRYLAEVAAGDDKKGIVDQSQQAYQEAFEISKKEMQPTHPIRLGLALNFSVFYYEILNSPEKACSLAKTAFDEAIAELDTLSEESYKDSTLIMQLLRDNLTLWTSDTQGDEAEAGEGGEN
Thrombin inh – thrombin (human) inhibition; alpha-thrombin, Boc-VPR-AMC fluorogenic substrate cleavage; actives 0.26% (n = 220,000); inhibition, % at 5 µM;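 active means inhibition at or above 40%; inactive means inhibition below 40%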;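 further: 0% = enzyme with no compound and 100% = wells without enzyme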
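System – human alpha-thrombin protein · Reagent – Boc-VPR-AMC substrate, 15 µM final · Compound – 5 µM single dose in 0.2% DMSO · Schedule – reaction at room temperature · Technique – AMC fluorescence at 355 nm excitation and 460 nm emission · Read-out basis – % inhibition relative to enzyme controls and enzyme-free blanks · Control set – no-compound enzyme wells and no-enzyme blanks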
Active calls of the source: *; . = not tested or not shown; [ ] = another dose, or the depositor's remark.

The opening three entries (preview)
SMILES	Runt-SMMHC FRET	hK5 inh	Hck-Nef inh	Runt-CBFb FRET	Wee1 stabilizer	FXIa inh 1536	FXIIa inh 1536	14-3-3 Bad inh	Thrombin inh
COc1ccc(C(=S)N2CCOCC2)cc1OS(=O)(=O)c1ccccc1[N+](=O)[O-]	1.1	-29.3	1.1	12.8	-1.4	6.0	6.9	-0.3[fluorescence artefact?]	-7.7
Cc1ccc(-c2nnc(NC3CCCCC3)c3ccccc23)cc1S(=O)(=O)N1CCN(C)CC1	-1.0	14.7	-1.6	-10.5	0.3	7.1	16.5	-6.0	9.7
CCOC(=O)c1c(C)[nH]c(C(=O)COC(=O)c2ccc(O)cc2O)c1C	-1.9	-8.9	-6.1	4.1	-2.0	6.7	1.4	11.2	6.2

Main list, previewed entries included:
SMILES	Runt-SMMHC FRET	hK5 inh	Hck-Nef inh	Runt-CBFb FRET	Wee1 stabilizer	FXIa inh 1536	FXIIa inh 1536	14-3-3 Bad inh	Thrombin inh
COc1ccc(C(=S)N2CCOCC2)cc1OS(=O)(=O)c1ccccc1[N+](=O)[O-]	1.1	-29.3	1.1	12.8	-1.4	6.0	6.9	-0.3[fluorescence artefact?]	-7.7
Cc1ccc(-c2nnc(NC3CCCCC3)c3ccccc23)cc1S(=O)(=O)N1CCN(C)CC1	-1.0	14.7	-1.6	-10.5	0.3	7.1	16.5	-6.0	9.7
CCOC(=O)c1c(C)[nH]c(C(=O)COC(=O)c2ccc(O)cc2O)c1C	-1.9	-8.9	-6.1	4.1	-2.0	6.7	1.4	11.2	6.2
O=C(CNS(=O)(=O)c1ccccc1)NCC(=O)OCc1ccc(C(=O)c2ccccc2)cc1	1.6	-4.5	3.2	-2.1	-0.6	7.5	9.2	-14.7	4.1
O=C(Nc1ccc(F)cc1)Nc1ccc(N2CCOCC2)c2nonc12	6.5	-1.6	17.9	18.7	3.4	-1.5	3.9	-1.0	-5.3
CNC(=S)/N=C(\Nc1ccc(C)cc1)c1ccccc1	13.0	2.7	-6.6	16.5	-1.6	2.2	6.1	-8.5	-0.4
Cc1ccc(NC(=O)c2ccccc2Cl)cc1-n1cnnn1	0.3	6.5	27.1	-1.2	0.6	2.3	8.6	18.3	-4.0
O=C(Nc1ccc(-c2cn3ccccc3n2)cc1)c1cccs1	0.7	4.7	22.5	-4.0	4.8	1.2	8.8	45.5	-2.8
COc1cccc(-c2nc3ccc(O)cc3c(=O)o2)c1	1.8	5.5	8.9	4.5	7.8	2.0	14.8	-2.0	17.1
CC(=O)Nc1ccc(S(=O)(=O)NCCSCc2cccc(Cl)c2)cc1	-3.4	-7.6	2.1	2.1	3.0	8.3	6.3	2.1	0.9
Cc1ccc(C(=O)NCc2ccc3c(c2)OCO3)cc1N1CCCC1=O	0.2	-7.2	7.0	1.0	-2.3	-0.1	15.5	3.8	-3.1
CCOc1ccc(NC(C)C(=O)N/N=C/c2ccc([N+](=O)[O-])cc2)cc1 (centres undefined)	-3.1	9.6	20.9	2.9	-0.9	-2.2	5.6	-8.4	5.4
O=C(CN(c1ccccn1)S(=O)(=O)c1ccccc1)N/N=C/c1cccc([N+](=O)[O-])c1	-1.5	1.4	9.9	3.3	-1.0	1.6	1.5	4.3	-9.9
NC1=NCC(O)=C1c1nc2ccccc2[nH]1	-3.8	2.6	15.2	-8.4	0.2	-0.4	6.3	-5.9	-0.9
Cc1ccc(NC(=O)c2cc(=O)c3ccccc3o2)cc1	1.3	-8.4	1.6	3.2	5.7	4.6	15.5	6.1	1.5
Cc1ccc(-c2cc(C(=O)Nc3ccc(S(=O)(=O)Nc4nc(C)cc(C)n4)cc3)c3ccccc3n2)cc1	-24.8	-11.4	-0.3	-5.9	3.6	2.3	12.4	31.1	-6.2
Cc1cc([N+](=O)[O-])c(-c2ccc(/C=N/n3cnnc3)o2)cc1Cl	10.9	-3.4	4.4	15.6	-2.8	2.1	9.8	-8.5[fluorescence artefact?]	2.7
C[C@H]1CCC[C@]2(O[C@@H](CCO)C[C@H](O)[C@H]2O)O1	-3.4	3.0	-1.5	-1.1	1.4	7.7	15.2	1.7	-1.9
COCCn1c(N)c(N(Cc2ccccc2)C(=O)Cc2c(Cl)cccc2Cl)c(=O)[nH]c1=O	2.3	-6.7	-17.3	-1.6	-2.7	-5.4	.	-3.1	-13.4
COc1cc(C(=O)NCC(c2cccnc2)N2CCN(c3ccc(F)cc3)CC2)cc(OC)c1OC (centres undefined)	2.2	3.5	7.4	-2.2	2.6	-1.5	11.8	-18.5	-8.7
O=C(CO/N=C/c1ccccc1Cl)N1CCCc2ccccc21	-59.5	0.1	-0.6	0.2	-0.5	14.5	4.5	12.4	3.9
Cc1[nH]nc2c1C1(CCN(Cc3ccccc3)CC1)C(C#N)=C(N)O2	36.3	-10.7	11.3	7.9	2.1	3.1	7.2	4.3	-3.9
Cc1cc(C)nc(SCc2ccc(C(=O)N/N=C3\CC(C)CC(C)(C)C3)cc2)n1 (centres undefined)	-2.4	-8.3	-3.3	0.7	-0.7	-1.5	1.3	3.5	-11.1
Cc1ccc(-n2nc(C(=O)c3ccccc3)n3c(=O)c(Cc4ccccc4)nnc23)cc1	.	11.0	8.6	.	0.1	12.5	18.9	0.0[fluorescence artefact?]	28.9
COc1ccc(S(=O)(=O)Nc2ccc(-n3cccc3)cc2)cc1	-2.7	-5.8	17.4	-1.5	-1.0	-3.7	0.1	-1.2	-7.6
Cc1occc1-c1nnc(SCC(=O)Nc2nc3ccccc3s2)o1	4.5	15.2	-19.5	-0.4	4.9	5.9	17.7	-2.7	0.9
CCCn1c(-c2ccccc2)nc2c(=O)n(C)c(=O)[nH]c21	-2.7	-25.9	-1.6	6.0	1.3	6.3	18.9	-10.7[fluorescence artefact?]	0.9
COc1c(Cl)cc(Cl)cc1C(=O)Nc1ccc(CN2CCCCC2)cc1	-1.9	-14.9	7.1	3.2	-0.3	-6.4	-6.8	2.0	-3.1
CCOC(=O)Cc1csc(N/N=C/c2ccccc2)n1	-3.9	0.1	3.2	-2.5	-0.6	-3.6	8.6	-16.6[fluorescence artefact?]	-3.0
O=C(O)CCC(C(=O)O)n1c(O)c(C2=c3ccccc3=NC2=O)sc1=S (centres undefined)	3.3	0.0	-2.9	6.3	3.5	0.2	6.3	7.7[fluorescence artefact?]	-4.0
CCCOc1ccccc1C(=O)NC(CO)C(=O)O (centres undefined)	-1.0	-23.3	-2.3	1.9	0.9	5.1	7.4	12.5[fluorescence artefact?]	2.5
c1ccc(OCCSc2nc3ccccc3[nH]2)cc1	-0.6	-10.4	-19.0	-1.7	-0.3	5.5	8.0	-7.4[fluorescence artefact?]	-0.2
O=C(NC1CCCc2ccccc21)C1CCN(c2nnc(-n3cccc3)s2)CC1 (centres undefined)	-0.5	0.0	-8.0	-0.2	3.9	4.5	12.2	25.6[fluorescence artefact?]	-6.5
CCC(C)n1c(SC(C)C#N)nc2ccccc2c1=O (centres undefined)	2.9	4.9	0.7	0.4	0.2	4.9	10.3	-6.5	1.7
O=C(CSc1nnnn1-c1cccc2c1CCCC2)NC1CCCC1	0.5	-2.8	1.3	-0.2	3.9	-5.4	2.2	-3.5	-5.1
Cc1ccccc1NC(=S)N(C)C1(c2ccccc2Cl)CCCCC1=O (centres undefined)	4.8	-10.2	-1.2	0.5	0.7	0.7	11.2	5.9	0.6
CC(Sc1n[nH]c(N)n1)C(=O)Nc1ccc(Cl)cn1 (centres undefined)	-5.8	2.4	-31.8	-0.5	-2.3	0.5	8.4	-1.3	-4.8
Cc1cccc(OCc2nc(-c3ccc(Br)o3)no2)c1	-2.9	-1.6	24.7	-0.5	-0.9	-0.1	8.9	-15.5	-0.5
O=C(COc1ccccc1)Nc1ccccc1N1CCN(c2ccc(F)cc2)CC1	0.3	-9.4	2.2	-1.0	-0.1	4.7	9.2	0.9	0.1
CC(C)CN(C(=O)CSc1nncn1-c1ccccc1)c1c(N)n(CC(C)C)c(=O)[nH]c1=O	-3.7	-0.9	24.3	-0.6	0.9	-3.9	2.6	-11.0	-13.5
Cc1cccc(C(=O)Nc2ccccc2N2CCN(c3ccc(F)cc3)CC2)c1	4.1	-7.7	6.8	1.0	6.6	2.5	9.3	-6.0	-2.5
Cc1cccc(C)c1NS(=O)(=O)c1ccc2c(c1)C(=O)c1ccccc1C2=O	-0.2	-29.0	2.3	2.6	-0.6	-3.3	2.9	-9.2	-7.1
CCOC(=O)c1ccc2nc(C)c(CC)c(Cl)c2c1	-6.3	-6.8	18.7	2.9	-0.6	-6.6	-3.9	-10.3	-7.8
Cn1c(C(O)c2ccccc2)nc(Cl)c1Cl (centres undefined)	-0.2	2.9	2.8	-0.5	-1.1	0.8	9.9	-2.1[fluorescence artefact?]	1.2
CCOC(=O)N1CCN(C(=O)CCNS(=O)(=O)c2ccc3c(c2)c(=O)n(C)c(=O)n3C)CC1	0.1	2.0	24.4	1.8	1.9	-4.5	11.5	-1.6	13.9
COC(=O)C(C)Sc1nc2c([nH]c3ccccc32)c(=O)n1C (centres undefined)	0.0	-0.6	2.2	-1.1	-1.2	4.1	16.2	.	-0.8
CCOCCCN1CN(Cc2ccco2)CNC1=S	-3.3	-12.3	24.0	1.8	-0.2	-0.4	10.1	-15.2	-10.9
COc1ccc(CNc2nc3c(c(C(F)(F)F)n2)CCCCC3)cc1	-0.1	5.0	-9.7	-4.1	1.4	-0.4	12.3	4.4	0.3
COC(=O)CCCC1=CC2=CC(=O)C(C)(OC(=O)c3cccs3)C(=O)C2=CN1c1ccc(OC)cc1 (centres undefined)	5.3	0.1	23.6	0.5	.	0.9	8.3	-11.9	-0.1
COc1cc(OC)cc(C(=O)N[C@H](C(=O)OCC(N)=O)C(C)C)c1	-0.6	-15.6	-2.9	-1.6	-1.3	-10.0	-1.3	-19.4	-10.4
COc1ccc(C(=O)Nc2cccc3c2C(=O)NC3=O)cc1S(=O)(=O)N1CCOCC1	-71.6	-16.0	0.0	.	-2.4	5.5	20.1	-2.3	0.5
CCN(CC)CCOC(=O)c1ccc(NC(=O)C2(c3ccccc3)CCCC2)cc1	1.3	3.7	-1.0	-3.7	3.7	6.6	14.6	28.2	5.6
CNc1nc(-c2ccccc2)cc(C)c1S(C)(=O)=O	4.7	-14.4	18.5	-0.9	4.6	-8.6	-3.1	-7.9	-2.0
O=C(Nc1nnc(SCc2ccccn2)s1)C1CC(=O)N(c2ccccc2)C1 (centres undefined)	-0.6	-5.6	0.7	-0.5	-2.0	3.3	11.2	-2.1	-3.1
CCn1c(SCC(=O)NCc2cccs2)nc2c1c(=O)n(C)c(=O)n2C	-3.4	-12.2	-7.0	-0.9	0.5	19.9	2.7	-11.7	-2.7
CSc1cccc(NC(=O)CSc2nc3ccccc3o2)c1	-4.6	-8.7	-0.3	0.1	5.8	-5.8	3.2	-7.1	-4.0
N=C1C(c2ccccc2)=C(O)CN1CCCO	0.8	18.2	10.9	-2.1	0.5	7.2	15.9	9.7	5.9
